# High-throughput results from PubChem BioAssay.
# Hsp70 displacement = Hsp70 inhibitors, probe displacement, primary screen, biochemical, fluorescence polarization (AID 583) | actives 0.06% (n = 140,000) | Hsp70 fluorescence polarization probe displacement, mP; higher % means a stronger effect | displacement, % at 20 µM; hits with a dose series show IC50 in µM; in the data active = displacement above about 50%;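 note: plate controls were vehicle for no effect and reference ligand for full effect; a part of the inactive calls stands beside numbers as strong as those of hits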
# Rat MKP-3 inhibitors = inhibition of rat DUSP6 enzyme activity – biochemical, in vitro, primary screen (AID 425). actives 0.17% (n = 110,000). recombinant MKP-3 phosphatase activity, fluorescence; higher % means a stronger effect. inhibition, % at 20 µM; hits with a dose series show IC50 in µM; in the data active = inhibition above about 50%;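 note: plate controls were vehicle for no effect and reference inhibitor for full effect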
# An asterisk follows results filed as active; · = not tested or not shown; & = joins results of further samples. Not all compounds are listed. The share of hits here may be higher or lower than overall.
# Start of the listing, in advance, 2 compounds:
SMILES,Hsp70 displacement,Rat MKP-3 inhibitors
CC(=O)c1cccc(NC(=O)N2CCCc3ccccc32)c1,-1.1%,-3.1%
CCCOc1ccc(N2C(=O)CC(NCc3cccs3)C2=O)cc1 (stereo not drawn),-0.3%,·

# Results, repeating the preview:
SMILES,Hsp70 displacement,Rat MKP-3 inhibitors
CC(=O)c1cccc(NC(=O)N2CCCc3ccccc32)c1,-1.1%,-3.1%
CCCOc1ccc(N2C(=O)CC(NCc3cccs3)C2=O)cc1 (stereo not drawn),-0.3%,·
O=C(NCC(c1cccnc1)N1CCN(c2ccc(F)cc2)CC1)c1cccc(Cl)c1 (stereo not drawn),-0.5%,-2.1%
CCN(CC)C(=O)CSc1nc(C)cc(-c2cccs2)c1C#N,·,-0.1%
O/N=C1\CCCc2oc3c(c21)CCCC3,-0.1%,-7.8%
Cc1cc(C)cc(Oc2ccc(C(F)(F)F)cc2C#N)c1,-1.1%,·
CC(=O)c1ncnn1CC(=O)c1ccc(Cl)cc1Cl,-1.6%,4.4%
NC(=O)c1ccc(NC(=O)c2ccccc2I)cc1,-20.9%,2.0%
CCC(=O)Nc1nc2ccccc2n1CCN1CCOCC1,2.3%,-7.2%
O=C(COc1ccccc1)N1CCNC1=O,5.8%,-11.1%
O=C1NC2(Nc3ccccc31)C(=O)Nc1ccccc12 (stereo not drawn),5.5%,-2.5%
CC(C)COc1ccc(C(=O)Nc2ccccc2[N+](=O)[O-])cc1,5.8%,27.6%
COc1cccc(C(=O)N2CCN(C3CC4CCC3C4)CC2)c1 (stereo not drawn),-2.5%,-2.8%
N#C/C(=C/c1ccc(O)cc1)C(=O)Nc1cccc(Br)c1,-8.0%,3.1%
CC(=O)NCCSC(=O)c1ccc(F)cc1,10.1%,-2.4%
C=CCn1c(=O)c(C(=O)Nc2cccc(C)c2)c(O)c2ccccc21,5.1%,0.3%
CCCCCC(=O)Nc1ccc(N2CCN(CC)CC2)c(Cl)c1,0.5%,-6.9%
Cn1c(O)c(C=NCC2(C)CC(O)CC(C)(C)C2)c(=O)n(C)c1=S (stereo not drawn),1.6%,1.7%
CCn1nnc(-c2ccccc2NC(=O)c2cnccn2)n1,-0.7%,·
Cc1cc(C=O)c(C)n1-c1ccc([N+](=O)[O-])cc1,-4.7%,2.4%
O=C(c1cccc(-n2cnnn2)c1)N1CCOCC1,3.7%,-1.3%
CC(C)C(=O)Nc1cccc(-c2nc3ccccc3o2)c1,6.0%&1.2%,-4.3%&0.7%
Cc1nc(-c2ccccc2)nc(N/N=C/c2cccc(F)c2)c1C,-3.0%,-2.0%
Cc1cc(N2CCC(C(=O)NC3CC3)CC2)nc(-c2ccccc2)n1,3.8%,-0.8%
O=C(Nc1ccc(F)cc1F)c1noc2c1CCC2,7.7%,3.8%
COc1ccc(/C=C/C(=O)Nc2cc3nn(-c4ccc(C)cc4)nc3cc2C)cc1,-2.7%,-0.1%
CCCS(=O)(=O)N1CCC(C(=O)NCCc2ccc(OC)c(OC)c2)CC1,-3.0%,3.2%
CCOC(=O)C1CCN(C(=O)CCc2ccccc2)CC1,1.0%,-2.9%
CCOC(=O)/C=C1/NC2(CCCC2)Cc2cc(OC)c(OC)cc21,-1.0%,3.8%
CCOC(=O)c1sc2ccc(S(=O)(=O)N3CCCCC3)cc2c1N,-7.0%,1.8%
COc1cccc(-n2nnnc2SCC(=O)NCc2ccco2)c1,5.0%,-4.3%
CCCCNc1cc(NC(C)=O)cc2cc(OC)c(OC)cc12,4.3%,17.1%
CCOC(=O)c1c(N2C(=O)CC(Sc3ccccc3C(=O)O)C2=O)sc(C)c1C (stereo not drawn),1.7%,-0.3%
CCCOc1ccc(C(=O)Nc2ccc(Br)cc2C(=O)O)cc1,-2.6%,-2.8%
Cc1ccc(-c2csc(C(C#N)=C3CCCC3)n2)cc1,-4.0%,·
CCOC(=O)N1CCC(NC(=O)c2cccnc2SC)CC1,1.5%,6.9%
CCOC(=O)c1c(NC(=O)c2ccc(OC)c([N+](=O)[O-])c2)sc2c1CCCC2,4.9%,2.2%
COc1ccc(-c2cc(CC(=O)c3ccccc3)cc(-c3ccc(OC)cc3)n2)cc1,-24.3%,0.0%
COc1cccc(/C=C2\Sc3ccccc3C2=O)c1O,-7.1%,4.6%
c1ccc(-c2csc3ncn4cnnc4c23)cc1,7.7%,-2.4%
COc1cc(OC)c(NC(=O)c2ccc(Cl)c(Cl)c2)cc1Cl,4.7%,0.4%
CC(C)c1ccc(/C=C2\SC(=S)NC2=O)cc1[N+](=O)[O-],-3.7%,18.5%
c1ccc(-c2noc(-c3cccnc3)n2)nc1,-1.1%,-4.3%
COC(=O)c1ccc(NC(=O)CCN2CCN(Cc3ccccc3)CC2)cc1,6.5%,·
COCCN(C(=O)C(C)C)c1nnc(-c2ccc(C)cc2)s1,3.8%,·
O=S(=O)(c1cccs1)n1nnc2ccccc21,-32.6%,-5.9%
CC(C)(C)OC(=O)N1CCC[C@H]1C(=O)NCC1CCC(C(=O)O)CC1 (stereo partly drawn),-2.9%,3.2%
CC(=O)CCc1c(C)[nH]c2ccc(Br)cc2c1=O,-18.9%,1.0%
COc1ccc(OC)c2c(N)c(C#N)c(C(F)(F)C(F)(F)F)nc12,-2.8%,-6.0%
CCC(=O)Oc1oc(-c2ccccc2)nc1C=Nc1ccccc1OC,0.7%,8.3%
O=S(=O)(CCSc1nc2ccccc2s1)c1nc2ccccc2s1,10.0%,·
Cc1ccc(C2C(C(=O)O)c3ccccc3C(=O)N2C)o1 (stereo not drawn),6.2%,·
COc1ccc(C2=NOC(C(=O)Nc3ccc(C(C)=O)cc3)C2)cc1OC (stereo not drawn),-0.3%,-7.3%
Fc1ccc(CN2CCSCC2)cc1Br,-0.1%,0.2%
COC(=O)c1c(NC(=O)/C=C/C(=O)O)sc2c1CCC(C(C)(C)C)C2 (stereo not drawn),-0.4%,3.6%
COc1cccc(C2C(C(=O)c3cccs3)=C(O)C(=O)N2CCN(C)C)c1OC (stereo not drawn),0.8%,-2.2%
c1ccc(OCCn2cnc3ccccc32)cc1,-1.1%,-11.5%
Clc1ccc2c(c1)CNc1c(ncnc1N1CCOCC1)O2,-1.9%,0.8%
COc1ccccc1OCCNC(=O)c1cc(SC)ccc1Cl,-2.0%,0.5%
Cc1cccc(C(=O)NCC(C)CN(C)C)c1 (stereo not drawn),3.4%,-5.0%

# Going on with the list:
SMILES,Hsp70 displacement,Rat MKP-3 inhibitors
O=C(Nc1ccccn1)c1cc2cc(Br)ccc2oc1=O,2.4%,-0.4%
CC(c1ccccc1)C1CC(=O)N(c2ccccc2)C1=O (stereo not drawn),2.6%,0.5%
N#Cc1nc(-c2ccc(OCc3ccccc3)cc2)oc1NCc1ccco1,0.0%,-1.9%
COCc1[nH]nc2c1C(c1ccccc1Cl)C(C#N)=C(N)O2 (stereo not drawn),7.0%,-3.7%
CCCCOC(=O)CSC1=C(C#N)C(c2ccc3c(c2)OCO3)CC(=O)N1 (stereo not drawn),0.7%,-1.0%
CCOc1ccc(S(=O)(=O)N(C)c2ccc(OCC(=O)OCc3c(C)noc3C)cc2)cc1,-4.0%,10.3%
COc1ccc(N(CC(=O)Nc2ccccc2Cl)S(=O)(=O)c2ccc(OC)c(OC)c2)cc1,0.2%,3.6%
Cc1cccn2c(=O)c(/C=C3\SC(=S)N(CC(C)C)C3=O)c(NCCCOC(C)C)nc12,-35.5%,·
CCCCOC(=O)c1cc(-c2ccc(/C=N/n3cnnc3)o2)ccc1Cl,-2.3%,·
CN(C)/C=C1\Cc2ccccc2NC1=C(C#N)C#N,56.9%,7.0%
COC(=O)c1cc(S(=O)(=O)n2nc(C)cc2C)c(Cl)cc1Cl,15.5%,-10.2%
O=P(O)(CP(=O)(c1ccccc1)c1ccccc1)c1ccccc1,5.9%,-10.7%
CCCCSc1cnn(-c2ccccc2)c(=O)c1SCCCC,10.0%,·
CC1CCN(S(=O)(=O)c2ccc(Cl)cc2Br)CC1,-3.3%,-2.5%
COc1cc(C2Nc3ccccc3C(=O)N2Cc2ccco2)cc(OC)c1OC (stereo not drawn),-0.7%,0.2%
[O-]/[N+](=C\c1ccc(F)cc1)c1ccccc1,2.4%&1.5%,21.2%
Nn1c(=O)c2ccccc2n2c(SCc3ccccc3)nnc12,-0.1%,9.5%
CCCn1c(CN2CCN(C)CC2)nc2ccccc21,-2.8%,·
COC(=O)CN(c1cc(C(F)(F)F)ccc1Cl)S(C)(=O)=O,-1.4%,-9.3%
O=C(N/N=C/C1CC=CCC1)c1ccc([N+](=O)[O-])cc1Cl (stereo not drawn),2.8%,4.2%
COCn1c(COc2ccccc2)nc2ccccc21,2.6%,2.9%
CCOc1ccc(S(=O)(=O)N(CC(=O)NCc2ccc(OC)cc2)c2ccc(C)cc2)cc1,3.8%,-0.1%
CC(C)Cc1ccc(C(C)C(=O)Nc2nccs2)cc1 (stereo not drawn),2.7%,·
CCC(=O)NNC(=O)COc1ccc(Cl)cc1,3.8%,0.0%
COC(C(=O)Nc1ccc(F)c(F)c1)c1ccccc1 (stereo not drawn),6.3%,·
CCNc1nc(NC(C)(C)C)nc(SC(C(C)=O)C(C)=O)n1,4.5%,0.0%
COc1ccc(-c2nc(CS(=O)CC(=O)NCc3ccc(Cl)cc3)c(C)o2)cc1 (stereo not drawn),2.2%,3.2%
Cc1ccc(C(=O)Nc2ccc3nn(-c4ccc(Cl)cc4)nc3c2)cc1[N+](=O)[O-],2.3%,5.3%
Cn1c(=O)n(C)c2cc(/C=N\NC(N)=S)ccc21,0.2%,1.3%
CCC(c1nnnn1CCOC)N1CCN(Cc2ccccc2OC)CC1 (stereo not drawn),0.8%,-17.6%

# 6 of these compounds, reformatted.
# Results follow in this order: Hsp70 displacement, Rat MKP-3 inhibitors
COC(C(=O)Nc1ccc(F)c(F)c1)c1ccccc1 (stereo not drawn)
 : 6.3%, ·
[O-]/[N+](=C\c1ccc(F)cc1)c1ccccc1
 : 2.4%&1.5%, 21.2%
COc1ccc(-c2nc(CS(=O)CC(=O)NCc3ccc(Cl)cc3)c(C)o2)cc1 (stereo not drawn)
 : 2.2%, 3.2%
COC(=O)CN(c1cc(C(F)(F)F)ccc1Cl)S(C)(=O)=O
 : -1.4%, -9.3%
Cn1c(=O)n(C)c2cc(/C=N\NC(N)=S)ccc21
 : 0.2%, 1.3%
COCn1c(COc2ccccc2)nc2ccccc21
 : 2.6%, 2.9%

# Additional entries follow.
SMILES,Hsp70 displacement,Rat MKP-3 inhibitors
O=C(N/N=C/c1cccnc1)/C(=C\c1cccs1)NC(=O)c1ccccc1,3.6%,1.1%
CCOC(=O)N1CCN(C(=O)c2cccc(NC3=NC4CS(=O)(=O)CC4S3)c2)CC1 (stereo not drawn),0.8%,4.1%
CC1(C)COC(c2cccn2Cc2ccc(F)cc2Cl)=N1,-1.6%,·
CCOC(=O)C1CCN(C(=O)CN(c2cccc(C(F)(F)F)c2)S(C)(=O)=O)CC1,-1.2%,0.6%
Cn1c2c(c(=O)[nH]c1=O)C(c1ccc(OCc3ccccc3)cc1)C1=C(N2)c2ccccc2C1=O (stereo not drawn),-3.6%,3.1%
O=[N+]([O-])c1ccc(S(=O)N(c2ccccn2)C2CCCCC2)cc1 (stereo not drawn),-12.0%,2.4%
CC(C)CCNC(=O)C(=O)NCC1CCCO1 (stereo not drawn),1.1%,-4.9%
O=C(Nc1cccc(C(F)(F)F)c1)C12CC3CC(CC(C3)C1)C2,6.8%,·
Cc1ccc2oc(C(=O)Nc3ccc(Cl)cc3Cl)c(C)c2c1,-1.3%,2.8%
Cc1[nH]n(C(N)=S)c(=O)c1N=Nc1ccc(S(=O)(=O)N2CCCC2)cc1,3.2%,·
COc1ccc(N(CC(=O)NCCc2ccccc2)S(C)(=O)=O)cc1,-0.2%,-0.2%
O=C(CNc1ccccc1)Nc1ccc(F)cc1,-2.2%,-6.2%
COc1cccc(/C=C2/C(=O)ON=C2c2ccccc2)c1OC,3.5%,-7.0%
Cc1occc1C(=O)NCc1ccccn1,0.7%,-11.8%
COc1cc(NC(=O)COc2cccc(OC)c2)cc(OC)c1,8.2%&1.0%,-14.8%&-0.1%
C=CCOc1ccc(/C=C2/SC(=O)NC2=O)cc1Br,0.7%,4.7%
CCOC(=O)CNC(=O)c1cc(C)oc1C,4.8%,-16.9%
COc1cc(NC(=O)c2cccc(Br)c2)ccc1NC(=O)c1cc2ccccc2o1,2.3%,-1.1%
CCCOc1ccccc1C1CC(=O)Nc2cc3c(cc21)OCO3 (stereo not drawn),·,-5.8%
CC1=C(C(=O)OCCOc2ccccc2)C(c2ccc(Cl)cc2)C2=C(CC(C)(C)CC2=O)N1 (stereo not drawn),-0.4%,3.7%
CCOc1cc(CN2CCN(c3cccc(C(F)(F)F)c3)CC2)ccc1O,1.0%,2.1%
COc1cc(OC)c(C2=NOC(C(=O)NCc3ccc4c(c3)OCO4)C2)cc1Cl (stereo not drawn),-3.8%,-5.3%
COc1ccc(-c2cc(=O)[nH][nH]2)cc1OC,3.7%,·
O=C(CCc1ccccc1)Nc1ccccc1-c1ccccc1,-2.5%,3.5%
O=C(CN(c1cccc([N+](=O)[O-])c1)S(=O)(=O)c1ccccc1)N1CCN(c2ccccc2)CC1,-7.7%,0.3%
O=C(NCc1ccccc1)N1CCN(c2ccc(Cl)c(Cl)c2)CC1,-2.9%,3.9%
O=C(Nc1cc(C(=O)N2CCOCC2)cc(C(=O)N2CCOCC2)c1)c1cc(F)c(F)cc1Cl,-2.3%,-13.7%
Cc1ccccc1NS(=O)(=O)c1cccc(S(=O)(=O)c2ccc(Cl)cc2)c1,-1.0%,3.3%
Cn1cccc1Cc1nnc(SCC(=O)Nc2ccccc2F)n1-c1ccc(F)cc1,3.1%,0.8%
CCOC(=O)N1CCN(C(c2cccnc2)c2ccc3cccnc3c2O)CC1 (stereo not drawn),2.0%,·
CCCc1nc2oc3c(OCC)ncnc3c2c2c1COC(C)(C)C2,21.5%,·
O=C(COc1ccccc1Br)NCc1ccccn1,3.5%,·
